# GC-B act = GC-B (human) receptor activation; actives 0.11% (n = 370,000); activation, % at 10 µM; HEK293-GC-B cells, CNP EC30, cGMP TR-FRET; 0% at EC30 CNP, 100% saturating CNP;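 active = activation at 10 µM reaching about 35% in either raw or pattern-adjusted values, limit read from the data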
# SIAE primary = inhibitors of human sialic acid acetylesterase SIAE; Q9HAT2; AID 1053197; actives 0.69% (n = 370,000); inhibition, % at 9.66 µM; SIAE FP-Rh probe binding, fluorescence polarization;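 active = inhibition above a cutoff: mean of compounds within the control limits plus 3 SD of those, cut at about 17% in these data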;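 note: 0% = plate median of compound wells and 100% = probe without SIAE protein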
# TDP2 inh = blocks human TDP2 phosphodiesterase activity; recombinant TDP2, T5PNP hydrolysis, p-nitrophenol absorbance 415 nm; inhibition, % at 12.8 µM; actives 0.34% (n = 370,000);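 active = inhibition above the mean of all tested compounds plus 3 SD, set per campaign, cut at about 25% in these data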;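 note: 0% = DMSO with enzyme and 100% = buffer with substrate but no TDP2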
# Target sequence (O95551 whole entry, looked up): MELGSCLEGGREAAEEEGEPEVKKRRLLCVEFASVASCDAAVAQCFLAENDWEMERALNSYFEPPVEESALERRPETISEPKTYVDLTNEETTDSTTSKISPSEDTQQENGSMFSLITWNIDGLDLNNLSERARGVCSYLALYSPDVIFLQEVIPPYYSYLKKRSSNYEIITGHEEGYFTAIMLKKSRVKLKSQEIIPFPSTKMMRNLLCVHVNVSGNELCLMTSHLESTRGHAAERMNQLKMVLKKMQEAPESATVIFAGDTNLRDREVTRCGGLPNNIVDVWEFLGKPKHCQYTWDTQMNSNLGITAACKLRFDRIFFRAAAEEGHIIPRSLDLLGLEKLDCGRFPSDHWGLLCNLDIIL
#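 Incubation: 2 h at 37 °C; Test system: recombinant human TDP2; Quantity: enzyme 120 nM; Read-out basis: percent inhibition; Medium: 50 mM Tris-HCl pH 7.5 with Mg2+, KCl, DTT, BSA; Repeats: single replicate; Compound: 12.8 µM single point, 1% DMSO; Signal: epi absorbance; Reagent: 5 mM T5PNP chromogenic substrate; Benchmarks: no-enzyme high, DMSO-plus-enzyme low.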
# rCAG RNA binder = binds r(CAG) RNA repeats; inhibition, % at 3 µM; r(CAG) RNA repeat, TO-PRO-1 dye displacement fluorescence; actives 1.3% (n = 370,000);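 active = inhibition above the plate cutoff, the mean of all test compounds on that plate plus 3 SD, cut at about 35% in these data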;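 note: 0% = DMSO alone and 100% = 100 µM mitoxantrone as full dye displacement; higher means more dye released from RNA so lower well fluorescence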
# mABHD4 FP = inhibits mouse alpha/beta hydrolase domain 4. purified mABHD4, FP-Rh probe fluorescence polarization. inhibition, % at 8.92 µM. actives 0.54% (n = 370,000). AID 720543;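 active = inhibition exceeding the mean over every tested compound plus 3 SD, cut at about 30% in these data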;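 note: 0% = plate median of compound wells and 100% = S159A mutant with DMSO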
#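 System: mouse ABHD4 enzyme, wild type / Medium: HEPES pH 7.0, NaCl, Pluronic buffer / Reagent: FP-Rh activity-based fluorescent probe / Control set: S159A mutant high control, sample median low control / Detection: fluorescence polarization with parallel and perpendicular emission, 525/598 nm / Schedule: 45 min + 60 min at 25 °C / Compound dosing: 8.92 µM, single dose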
# LEDGF integ inh = blocks HIV-1 LEDGF/p75-dependent DNA integration. TR-FRET IN-LEDGF/p75 DNA integration, Eu/Cy5. inhibition, % at 3.7 µM. actives 0.64% (n = 370,000). AID 743269;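 active = inhibition above the screen-wide mean plus 3 SD, cut at about 13% in these data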;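 note: signal is the Cy5 over europium emission ratio at 671 and 618 nm; 0% = plate median of compound wells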
# TCR CD3 inh = blocks the human TCR-CD3 interaction | TAMRA-labeled TCR probe fluorescence, biochemical | inhibition, % at 9.4 µM | actives 0.37% (n = 360,000); in the data active = inhibition above about 19%;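 note: recombinant mutant TCR 2C K166C tagged with TAMRA read by polarization; 0% = receptor in buffer alone and 100% = receptor with positive control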
# PRMT1 FP inh = PRMT1 (human) inhibition, primary screen. recombinant PRMT1, activity-based probe fluorescence polarization. inhibition, % at 2.79 µM. actives 1.3% (n = 370,000). AID 652257;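 active = inhibition above about 21% made by adding two undisclosed values, limit read from the data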
# Target sequence (Q99873 whole entry, looked up): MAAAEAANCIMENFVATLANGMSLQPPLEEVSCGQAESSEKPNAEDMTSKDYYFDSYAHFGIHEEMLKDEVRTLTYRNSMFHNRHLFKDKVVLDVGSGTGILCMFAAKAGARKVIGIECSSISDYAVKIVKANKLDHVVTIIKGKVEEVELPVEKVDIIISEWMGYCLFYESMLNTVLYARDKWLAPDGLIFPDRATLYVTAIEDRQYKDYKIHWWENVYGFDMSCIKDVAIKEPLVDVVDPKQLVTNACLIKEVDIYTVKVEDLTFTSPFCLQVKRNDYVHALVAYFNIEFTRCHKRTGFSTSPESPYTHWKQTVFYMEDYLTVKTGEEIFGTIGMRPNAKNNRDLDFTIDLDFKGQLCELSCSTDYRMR
# HTRA1 inhibitor = HTRA1 (human) protease inhibition; Q92743; recombinant HTRA1, FP-rhodamine activity-based probe, fluorescence polarization; inhibition, % at 5.96 µM; actives 0.5% (n = 340,000); AID 504803; in the data active = inhibition above about 36%;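 note: 0% = enzyme with DMSO and 100% = wells lacking enzyme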
# MBD2 DNA inh = blocks human MBD2 binding to methylated DNA. actives 0.31% (n = 370,000). inhibition, % at 4.4 µM. Q9UBB5. AID 686964. TR-FRET, MBD2 binding to methylated oligonucleotide; in the data active = inhibition above about 13%
# * hit, by the source's call; . = not tested or not shown.
nr	molecule	GC-B act	SIAE primary	TDP2 inh	rCAG RNA binder	mABHD4 FP	LEDGF integ inh	TCR CD3 inh	PRMT1 FP inh	HTRA1 inhibitor	MBD2 DNA inh
1	O=C(COC(=O)CCC(=O)c1cccs1)NCc1ccccc1	-1	0	13	5	4	-2	-1	0	6	3
2	COc1ccc(C2=NN3C(C2)c2ccccc2OC3c2cccs2)cc1 (centres undefined)	-2	0	2	9	-3	2	0	7	-1	-1
3	O=C(/C=C/c1ccc(Cl)cc1)N1CCN(c2c(Cl)cccc2[N+](=O)[O-])CC1	-16	-19	-19	1	-14	2	7	-2	-47	4
4	O=S(=O)(c1cccc(Br)c1)N1CCN(CCc2ccccc2)CC1	1	-2	9	3	0	1	2	-1	-4	-2
5	CCC(C)NC(=O)C1c2ccccc2C(=O)N1Cc1cc(OC)ccc1OC (centres undefined)	1	0	-2	-1	4	0	-1	-1	2	0
6	CCOc1nc(-c2ccc(OC)cc2)ccc1-c1noc(-c2ccncc2)n1	3	-1	2	3	-14	0	2	-2	1	-2
7	CSCCC(NC(=O)c1ccccc1Cl)C(=O)Nc1ccncc1 (centres undefined)	1	5	-10	-1	-2	-2	4	-3	4	0
8	O=C(O)c1cc(/C=N\O)ccc1OCc1ccccc1	0	3	1	4	4	0	2	-1	4	-7
9	CC(C)(C)NC(=O)c1ccccc1NC(=O)C1CC(=O)N(C2CCCCC2)C1 (centres undefined)	1	0	-8	-1	-1	-3	-4	2	-7	2
10	CCOc1ccc(C2NC(=O)C(C#N)=C(S)N2c2ccc(OC)cc2)cc1OC (centres undefined)	1	2	-11	5	-15	1	1	-4	-4	-7
11	CSc1ccc(/C=c2\s/c(=C\C(=O)C(C)(C)C)n(CC(=O)NCCC3=CCCCC3)c2=O)cc1	6	-3	12	10	-3	3	4	-2	-16	-3
12	CCOc1ccc(-n2c(=O)c3sccc3n(CC(=O)NC3CCCCC3)c2=O)cc1	1	-9	-18	4	-6	0	6	-6	9	-6
13	COc1ccc(CC2=C(O)c3ccccc3C(=O)C2=O)cc1	3	4	7	6	20	4	6	-5	11	-24
14	CCOC(=O)C1(CC2CCCCO2)CCN(S(=O)(=O)c2ccc(C)s2)CC1 (centres undefined)	-3	3	5	-4	-1	1	1	-7	3	1
15	Nc1ccc(-c2nc3cc(N)ccc3o2)cc1	-13	0	4	2	5	-3	3	0	6	-7
16	O=C(O)COc1ccccc1C=NNc1ccc([N+](=O)[O-])cc1S(=O)(=O)Nc1ccc(Cl)cc1	5	-12	-1	88*	5	0	-2	13	-45	5
17	CCc1nnc(NC(=O)c2cc([N+](=O)[O-])ccc2N2CCOCC2)s1	-1	3	0	-1	9	-2	-4	2	-2	3
18	C[C@@H](NC(=O)[C@@H]1Cc2ccccc2CN1)C(=O)NCC1CCCO1 (some centres undefined)	7	3	14	1	-2	3	5	0	-2	3
19	CCOc1ccc(CCNC(=O)c2ccc(Cl)c(S(=O)(=O)N3CCOCC3)c2)cc1OCC	2	3	-2	5	-4	-1	-1	5	-9	0
20	c1ccc(-c2csc(Nc3cccnc3)n2)nc1	-8	6	7	1	-1	-3	0	-1	1	27*
21	Cc1cc(Br)ccc1NC(=S)NC1CCCC1	2	0	14	-2	0	1	0	1	0	-6
22	Cc1cc2nncn2c(Cc2ccccc2)n1	4	-2	-3	-3	-3	4	-1	1	-1	-2
23	CCN(CC)c1ncn(Cc2c(Cl)cccc2Cl)c2ncnc1-2	11	-1	-3	-7	15	1	4	2	-13	-1
24	CC1CCCN(S(=O)(=O)c2ccccc2[N+](=O)[O-])C1 (centres undefined)	4	2	-6	-1	5	-1	4	-1	-3	4
25	Cc1ccc(C)c(NC(=O)CN(C)C(=O)c2cc(-c3cccs3)nn2-c2ccccc2)c1	0	-2	0	0	2	-1	3	1	-3	-1
26	Cn1cc(CN2C[C@H]3CC[C@H]2C3)c(-c2ccccc2F)n1	1	2	0	3	-4	2	1	-1	1	0
27	CCOc1ccc(S(=O)(=O)N2CCN(C(=O)C3CC3C)CC2)cc1 (centres undefined)	5	-2	17	2	-1	1	0	-5	-1	-3
28	Cc1c(CN2CCC(n3nccc3NC(=O)C3CCOC3)CC2)[nH]c2ccccc12 (centres undefined)	0	5	-11	-3	-1	2	2	-6	2	2
29	CSC1=NCCCN1C(=O)c1c(-c2ccccc2Cl)noc1C	6	-7	-10	-4	-8	-4	-8	13	20	8
30	COC(=O)c1ccccc1NC(=O)c1cc2nc(C3CC3)cc(C(F)(F)F)n2n1	-4	-5	-10	5	-11	3	-5	-1	-11	-2
31	Cc1cc(O)c(/C=N/c2ccccn2)c(=O)o1	5	-6	7	-1	4	-3	-1	-1	1	-2
32	CCOCCCNc1ncnc2c1[nH]c1ccccc12	8	1	3	2	6	-1	4	-2	2	0
33	COc1ccc(OCCNC(=O)/C=C/c2ccc([N+](=O)[O-])cc2)cc1	0	8	3	0	-3	-3	5	1	-1	-4
34	CC(=O)c1c(C)nn(C(C)CC(=O)O)c1C (centres undefined)	-6	9	-2	5	0	-4	3	-1	-2	-2
35	Cc1onc(-c2ccccc2Cl)c1C(=O)Nc1ccccc1O	4	4	-3	2	-4	4	2	-5	-21	0
36	NC(=O)C[C@@H]1NC(=O)CNC(=O)c2cc([N+](=O)[O-])cc(I)c2NCCC(C(N)=O)NC1=O (some centres undefined)	3	0	-9	3	1	0	4	-4	5	-4
37	Cc1cccc(NC(=S)NCCc2ccc(S(N)(=O)=O)cc2)c1C	1	0	-5	8	10	-1	3	-1	4	-3
38	COc1cccc(/C=C/C(=O)c2ccc(NS(=O)(=O)c3ccc(C)cc3)cc2)c1	2	-84	6	35*	-52	-1	-1	1	-79	-2
39	COc1cc(C(=O)NNC(=S)Nc2ccc(S(N)(=O)=O)cc2)cc(OC)c1OC	7	6	6	8	0	0	3	1	3	1
40	c1ccc2c(-c3csc(-c4ccncc4)n3)c[nH]c2c1	-3	3	1	5	10	-5	1	0	4	-3
41	Cc1ccc(O)c(CNn2cnnc2)c1	1	0	10	2	-6	1	1	-2	-1	0
42	CC(C)(C)c1ccc(CNc2nc(-c3ccccn3)nnc2-c2ccccc2)cc1	-3	-10	-9	.	22	-7	.	6	.	5
43	Cc1cccc(Nc2nc(N)nc(CN3CCN(C)CC3)n2)c1	-1	-6	4	0	4	-5	-1	-1	0	3
44	Cc1cc(NC(=O)CSc2n[nH]c(-c3ccccc3Br)n2)no1	2	-1	11	4	0	4	-3	3	10	3
45	CN(C(=O)COC(=O)c1ccccc1OCc1ccc(F)cc1)C1CCS(=O)(=O)C1 (centres undefined)	-2	3	-3	0	3	-5	-10	0	-6	-1
46	Cc1noc(C)c1COc1cccc(C(=O)OC(C)C(=O)Nc2c(C)n(C)n(-c3ccccc3)c2=O)c1 (centres undefined)	3	0	-7	-7	-2	5	6	1	0	-2
47	Cn1c(=O)c2c(nc(Cl)n2CC(=O)NC2(C#N)CCCCC2)n(C)c1=O	1	6	2	3	-1	1	-2	-3	-1	2
48	O=C(Nc1ccc(OC(F)F)cc1)c1cc(S(=O)(=O)N2CCCCC2)ccc1N1CCOCC1	7	2	-1	3	1	2	7	2	-17	1
49	COc1cccc(Cn2cc(COC(=O)N(C)Cc3ccccc3)nn2)c1	1	-5	6	1	-4	-1	.	-1	.	-2
50	CCOC(=O)c1c(C)[nH]c(C)c1C(=O)COc1ccc(NC(=O)c2ccco2)cc1	-1	3	-6	1	-4	-1	2	-2	-5	-2
51	COc1ccc(/C(C)=N/NC(=O)CNC(=O)C(c2ccccc2)c2ccccc2)c(OC)c1	8	2	5	-3	-2	-2	1	1	-3	4
52	CC(=O)Oc1cccc(/C=N\NC(=O)C(=O)N/N=C/c2cccc(OC(C)=O)c2)c1	-5	1	-4	-1	-2	2	-3	0	-1	-2
53	COc1cc(C2NC(=O)NC(c3ccccc3)=C2C(C)=O)cc([N+](=O)[O-])c1O (centres undefined)	1	-1	4	-2	0	1	4	-2	5	-2
54	Fc1ccccc1COc1cccc(/C=N/n2cnnc2)c1	-1	-1	14	1	5	1	2	0	-10	1
55	Cc1ccc(S(=O)(=O)Nc2nc3ccccc3nc2Nc2cccc(S(=O)(=O)N3CCCC3)c2)cc1	9	3	1	21	3	4	5	-2	-7	-1
56	CC(C(=O)Nc1ccc2c(c1)OCO2)N1CCC(N2CCCCC2)CC1 (centres undefined)	-6	-1	2	1	15	3	4	-2	15	-5

# Among those listed so far, eleven have an aryl methoxy group.
nr	molecule	GC-B act	SIAE primary	TDP2 inh	rCAG RNA binder	mABHD4 FP	LEDGF integ inh	TCR CD3 inh	PRMT1 FP inh	HTRA1 inhibitor	MBD2 DNA inh
2	COc1ccc(C2=NN3C(C2)c2ccccc2OC3c2cccs2)cc1 (centres undefined)	-2	0	2	9	-3	2	0	7	-1	-1
5	CCC(C)NC(=O)C1c2ccccc2C(=O)N1Cc1cc(OC)ccc1OC (centres undefined)	1	0	-2	-1	4	0	-1	-1	2	0
6	CCOc1nc(-c2ccc(OC)cc2)ccc1-c1noc(-c2ccncc2)n1	3	-1	2	3	-14	0	2	-2	1	-2
10	CCOc1ccc(C2NC(=O)C(C#N)=C(S)N2c2ccc(OC)cc2)cc1OC (centres undefined)	1	2	-11	5	-15	1	1	-4	-4	-7
13	COc1ccc(CC2=C(O)c3ccccc3C(=O)C2=O)cc1	3	4	7	6	20	4	6	-5	11	-24
33	COc1ccc(OCCNC(=O)/C=C/c2ccc([N+](=O)[O-])cc2)cc1	0	8	3	0	-3	-3	5	1	-1	-4
38	COc1cccc(/C=C/C(=O)c2ccc(NS(=O)(=O)c3ccc(C)cc3)cc2)c1	2	-84	6	35*	-52	-1	-1	1	-79	-2
39	COc1cc(C(=O)NNC(=S)Nc2ccc(S(N)(=O)=O)cc2)cc(OC)c1OC	7	6	6	8	0	0	3	1	3	1
49	COc1cccc(Cn2cc(COC(=O)N(C)Cc3ccccc3)nn2)c1	1	-5	6	1	-4	-1	.	-1	.	-2
51	COc1ccc(/C(C)=N/NC(=O)CNC(=O)C(c2ccccc2)c2ccccc2)c(OC)c1	8	2	5	-3	-2	-2	1	1	-3	4
53	COc1cc(C2NC(=O)NC(c3ccccc3)=C2C(C)=O)cc([N+](=O)[O-])c1O (centres undefined)	1	-1	4	-2	0	1	4	-2	5	-2

# A portion of the library; count on the stated rates, not on these rows.
